# Screening results deposited in PubChem BioAssay by several laboratories.
# HRas wt GTP: modulators of GTP binding to human HRas wildtype; AID 759; GTP binding activity, % at 10 µM; GST-Ras wt beads, Bodipy-FL-GTP binding, flow cytometry; actives lie on both sides; actives 0.14% (n = 190,000);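 active = GTP binding activity at least 20% away from the 100% baseline, either lowered as inhibitor or raised as activator; inconclusive = flagged as likely green fluorescent, judged across all proteins in the well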;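 note: 0% = unlabeled GTP competition control and 100% = no-compound control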
# Target sequence (P01112 whole entry, looked up): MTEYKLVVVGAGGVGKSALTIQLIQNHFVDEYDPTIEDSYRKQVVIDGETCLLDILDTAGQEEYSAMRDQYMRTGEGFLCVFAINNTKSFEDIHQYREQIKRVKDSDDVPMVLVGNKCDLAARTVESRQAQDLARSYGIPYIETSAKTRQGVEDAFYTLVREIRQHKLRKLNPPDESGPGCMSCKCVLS
# Mcl1-Bid inh: Mcl-1/Bid interaction inhibition. Q07820. TR-FRET Mcl-1/Bid-Dy647 peptide binding, 1536-well. inhibition, % at 21.7 µM. actives 0.97% (n = 220,000). AID 1021;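 active = compounds that cut the binding signal by more than half at the single screening dose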;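 note: His-tagged Mcl-1 with europium anti-His antibody binding Bid BH3 peptide; 0% = Mcl-1 plus peptide wells and 100% = peptide-only wells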
# Target sequence (Q07820 whole entry, looked up): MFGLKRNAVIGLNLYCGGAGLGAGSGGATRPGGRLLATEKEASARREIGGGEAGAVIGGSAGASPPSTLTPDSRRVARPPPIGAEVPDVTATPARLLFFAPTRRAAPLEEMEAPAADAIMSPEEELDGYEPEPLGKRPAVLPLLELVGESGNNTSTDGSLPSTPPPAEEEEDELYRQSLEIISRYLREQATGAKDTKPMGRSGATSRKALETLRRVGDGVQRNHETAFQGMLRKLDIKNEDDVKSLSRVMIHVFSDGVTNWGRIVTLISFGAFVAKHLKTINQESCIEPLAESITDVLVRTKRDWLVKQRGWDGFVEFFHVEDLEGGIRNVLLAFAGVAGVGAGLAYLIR
# Rac1 act GTP bind: alters GTP binding to activated mutant human Rac1; P63000; GST-Rac1 activated beads, fluorescent GTP binding, flow cytometry; actives lie on both sides; 100% means binding = to untreated wells; percent activity (GTP binding), % at 10 µM; actives 0.11% (n = 190,000); AID 764;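 active = GTP binding at least 20 percentage points away from the 100% baseline, in either direction, so actives lie on both sides; inconclusive = Compound likely fluorescent itself, or too few beads counted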
# Mcl1-Noxa inh: Mcl-1/Noxa interaction inhibition; Q07820; TR-FRET Mcl-1/Noxa peptide binding, 2 h; inhibition, % at 21.7 µM; actives 1.5% (n = 220,000);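 active = compounds that cut the protein-peptide binding signal by more than 50% relative to plate controls in a single-dose test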;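 note: His-tagged Mcl-1 with rhodamine Noxa BH3 peptide and terbium anti-His antibody; 0% = Mcl-1 plus Noxa peptide wells and 100% = peptide-only wells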
# Pf gamet viab: kills late stage P. falciparum gametocytes; P. falciparum stage V gametocytes, ATP luminescence, 24 h; inhibition, % at 10.9 µM; actives 0.065% (n = 150,000);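 active = inhibition above the mean plus 3 SD of compounds within the control limits, set per campaign, cut at about 38% in these data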;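 note: 0% = DMSO wells and 100% = medium only without gametocytes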
# Rab7 wt GTP bind: dog Rab7 wildtype GTP binding, inhibitors and activators | actives 0.055% (n = 190,000) | GTP binding activity (percent of control), % at 10 µM | GST-Rab7 beads, fluorescent GTP binding, flow cytometry; actives lie on both sides; untreated = 100%, excess cold GTP = 0%;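 active = fluorescent GTP binding to Rab7 beads changed by at least 20 points from the 100% baseline, either direction, mostly lower; inconclusive = compound itself probably fluorescent, or too few beads counted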;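 note: median green fluorescence of bound Bodipy-FL-GTP per Rab7 bead population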
# Rac1 wt modul: human Rac1 wildtype GTP binding, inhibitors and activators. P63000. GST-Rac1 beads, fluorescent GTP binding, flow cytometry; actives lie on both sides; 0 = cold GTP competed, 100 = untreated. GTP binding activity (% of control), % at 10 µM. actives 0.27% (n = 190,000);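 active = GTP binding activity at least 20 points away from the 100% control level, either lower or higher; inconclusive = compound flagged as likely green fluorescent, judged across all proteins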
# Rab2 wt GTP: changes GTP binding to wildtype dog Rab2A, up or down; P61105; GST-Rab2 wt beads, Bodipy-GTP binding, flow cytometry; GTP binding activity, % at 10 µM; actives 0.19% (n = 190,000); AID 760;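 active = GTP binding activity at least 20 points away from 100%, either lowered or raised; inconclusive = signal likely due to the compound's own green fluorescence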;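 note: 0% = beads with excess unlabeled GTP and 100% = no-compound control corrected for plate trend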
# Avidin fluor: compound fluoresces at 488/530 nm on avidin beads; compound fluorescence 488/530 nm, flow cytometry; hits give high values; fluorescence (KMESF) at 10 µM; actives 0.38% (n = 220,000); in the data active = fluorescence above about 47; note: inactives centre near 10
# Cdc42 wt: changes GTP binding to wildtype human Cdc42; P60953; GST-Cdc42 beads, Bodipy-GTP binding, flow cytometry; actives lie on both sides; percent activity (GTP binding), % at 10 µM; actives 0.2% (n = 190,000); AID 761;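 active = percent activity GTP binding at least 20 points away from the 100% baseline, either down as inhibitor or up as activator; inconclusive = compound flagged as likely green fluorescent from well-wide comparison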;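 note: median bead fluorescence of bound Bodipy-FL-GTP at 100 nM; 0% = excess unlabeled GTP control and 100% = no compound control; below 100% means less GTP binding so inhibitor and above means activator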
# Target sequence (P60953 whole entry, looked up): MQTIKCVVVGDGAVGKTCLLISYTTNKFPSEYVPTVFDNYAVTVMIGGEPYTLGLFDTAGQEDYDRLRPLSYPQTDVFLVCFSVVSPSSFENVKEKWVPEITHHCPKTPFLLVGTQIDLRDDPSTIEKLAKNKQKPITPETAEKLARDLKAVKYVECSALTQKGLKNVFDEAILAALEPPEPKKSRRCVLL
# Mcl-1 Bim block: inhibitors of Bim-Mcl-1 interaction, human; Bead-based flow cytometry, Bim peptide-Mcl-1 binding; AID 1009; inhibition, % at 10 µM; actives 0.1% (n = 190,000); in the data active = inhibition above about 40%;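 note: 0% = no compound tracer wells and 100% = peptide blocker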
# Active calls of the source: *; u = inconclusive; x = no result given; & = joins results of further samples.
SMILES,HRas wt GTP,Mcl1-Bid inh,Rac1 act GTP bind,Mcl1-Noxa inh,Pf gamet viab,Rab7 wt GTP bind,Rac1 wt modul,Rab2 wt GTP,Avidin fluor,Cdc42 wt,Mcl-1 Bim block
CCCc1[nH]nc2c1C1(C(=O)N(CC)c3ccccc31)C(C#N)=C(N)O2 (configuration not stated),101.0,-9.1,100.0,5.9,x,99.0,105.0,102.0,8,100.0,0.0
C=CCn1c(C)cc(C(=O)CSc2ccc(NC(C)=O)cc2)c1C,105.0,-37.9,102.0,-2.3,0.5,105.0,102.0,105.0,10,107.0,-1.0
CCn1c(N)c(C(=O)NCCCOC)sc1=S,100.0,-19.4,98.0,15.5,x,101.0,99.0,102.0,29,101.0,-6.0
CCc1ccccc1NS(=O)(=O)c1ccc(SC)cc1,106.0,-14.8,100.0,8.4,x,106.0,108.0,106.0,14,105.0,-3.0
COc1ccc(N(C)S(=O)(=O)c2cccc(C(=O)NC3CCCCCC3)c2)cc1,92.0,0.4,92.0,18.7,x,98.0,100.0,95.0,23,94.0,-1.0
S=C1CCSc2ccc(Cl)cc2N1,94.0,-77.8,94.0,-4.3,x,96.0,94.0,94.0,5,97.0,-2.0
COc1ccc(CNC(=O)CSc2nnc(C(F)(F)F)n2C)cc1,104.0,-6.9,101.0,-2.9,x,105.0,104.0,106.0,8,104.0,-4.0
Cc1cc(C)c(S(=O)(=O)N2CCN(C(=O)N(C)C)CC2)c(C)c1,101.0,-10.0,95.0,11.9,14.5,102.0,99.0,96.0,11,94.0,-1.0
S=C(Nc1ccc2c(c1)OCCO2)Nc1ccc2c(c1)OCO2,95.0,-59.6,96.0,9.7,x,96.0,98.0,95.0,9,97.0,0.0
CNC(=S)N1C2CCC1CC(NC(=O)NC13CC4CC(CC(C4)C1)C3)C2 (configuration not stated),97.0,-4.6,94.0,-3.8,x,93.0,93.0,93.0,13,97.0,0.0
O=C(COc1ccc(S(=O)(=O)N2CCCC2)cc1)NCCC1=CCCCC1,98.0,-5.5,98.0,12.6,-2.3,98.0,103.0,97.0,11,96.0,-3.0
O=C(C[n+]1ccccc1)N/N=C/c1ccco1,98.0,-42.7,98.0,0.6,-3.5,95.0,104.0,97.0,9,100.0,0.0
O=c1[nH]c(SCc2ccccc2)nnc1-c1ccccc1,100.0,9.3,101.0,-0.1,-21.0,101.0,113.0,100.0,8,100.0,18.0
COc1ccc(C2C3=C(CC(C)(C)CC3=O)Oc3ncn(Cc4ccco4)c(=N)c32)cc1 (configuration not stated),106.0,-35.1,104.0,4.7,x,103.0,108.0,103.0,3,107.0,0.0
COc1ccc(-c2ccc(-c3noc(-c4ccco4)n3)c(OC)n2)cc1,101.0,14.1,101.0,24.9,-7.8,97.0,109.0,98.0,33,106.0,-5.0
CC(=O)Nc1ccc(S(=O)(=O)N=S(C)C)cc1,101.0,-10.9&6.8,100.0,-0.4&11.6,x,99.0,104.0,102.0,7&25,101.0,1.0
O=C(CC(c1ccccc1)c1ccccc1)OCn1nnc2ccccc2c1=O,105.0,-32.2,102.0,2.4,8.5,106.0,110.0,101.0,6,106.0,0.0
O=C(COC(=O)C1=COCCO1)Nc1ccc(OC(F)F)cc1,98.0,-9.5,98.0,-18.9,3.4,104.0,99.0,97.0,12,98.0,2.0
COCC(=O)Oc1c(S(=O)(=O)c2ccc(C)cc2)c(C)nn1-c1ccccc1,102.0,0.8,97.0,7.9,11.0,100.0,101.0,100.0,12,104.0,-1.0
Cc1ccsc1/C=C(/C#N)C(=O)NCc1ccccc1,96.0,-18.5,99.0,13.6,-11.2,96.0,102.0,94.0,19,97.0,-2.0
COC(=O)CNC(=O)c1cccc(F)c1,101.0,-31.1,100.0,-4.7,10.8,98.0,102.0,100.0,12,102.0,0.0
CC1Cc2nc(SCC(=O)Nc3ccccc3F)n(C)c(=O)c2S1 (configuration not stated),100.0,-3.6,100.0,-2.6,x,101.0,101.0,102.0,27,102.0,1.0
O=C(N/N=C/c1cnc(N2CCCCC2)s1)c1ccc(Cl)cc1,96.0,2.5,95.0,21.9,-17.6,94.0,101.0,95.0,7,94.0,0.0
Cc1ccc(S(=O)(=O)Nc2ccc(Cl)cc2C(=O)c2ccc(F)cc2)cc1,93.0,3.4,95.0,8.2,17.0,94.0,98.0,94.0,21,97.0,0.0
COc1ccc(Cl)cc1NC(=O)CN(C)Cc1ccc(OC)c(OC)c1,96.0,41.6,98.0,23.1,-5.8,97.0,95.0,96.0,9,99.0,-2.0
Cc1cccc(NCc2nnc(-c3ccccc3)o2)c1C,98.0,-36.7,95.0,18.1,-5.4,105.0,100.0,98.0,24,95.0,0.0
CCOC(=O)c1sc(NC(=O)c2ccc3ncsc3c2)nc1C,100.0,-0.2,99.0,-30.6,x,98.0,103.0,100.0,13,100.0,0.0
CCc1nn(CC(=O)NCCCN2CCc3ccccc3C2)c(=O)c2cc3sccc3n12,106.0,-34.2,104.0,-3.7,x,104.0,112.0,106.0,6,107.0,1.0
O=C(NCCc1ccccc1)c1ccncc1,101.0,0.5,100.0,-4.5,x,101.0,100.0,100.0,6,102.0,-1.0
Cn1cccc1C(=O)NC(=O)COC(=O)CNC(=O)CNC(=O)c1ccc(Cl)cc1Cl,92.0,3.6,95.0,36.9,4.8,92.0,95.0,92.0,13,92.0,2.0
CCOC(=O)c1c(C2CC2)csc1NC(=O)COC(=O)c1ccc[n+]([O-])c1,102.0,-7.6,102.0,5.7,-3.7,103.0,104.0,101.0,7,103.0,7.0
O=C(NC1CCCCC1)c1ccccc1C(F)(F)F,96.0,-37.5,94.0,7.0,9.7,104.0,95.0,97.0,8,98.0,-1.0
COc1ccc(Cl)cc1NC(=S)N1CCN(c2ccccn2)CC1,u,-42.8,u,x,x,u,u,u,26,u,-1.0
CC1(N2CCCCC2)C(=O)c2ccccc2C1=O,101.0,0.9,100.0,6.9,5.0,101.0,105.0,103.0,16,98.0,-1.0
O=C(NCC1CCCO1)C1CC(c2ccc(Cl)c(Cl)c2)=NO1 (configuration not stated),98.0,-10.4,93.0,-10.8,x,100.0,98.0,95.0,13,97.0,0.0
CC12CN3CC(C)(CN(C1)C3c1ccc(Br)cc1)C2=O (configuration not stated),103.0,-2.6,99.0,-3.9,12.9,99.0,101.0,102.0,7,104.0,-1.0
O=C(CCSc1ccc(Cl)cc1)NC12CC3CC(CC(C3)C1)C2,99.0,-5.8,97.0,17.3,9.4,97.0,97.0,99.0,10,98.0,-6.0
O=C(NC1CCCCC1)C1CCCN(S(=O)(=O)c2cnc[nH]2)C1 (configuration not stated),99.0,-28.4,99.0,-15.1,x,96.0,102.0,99.0,3,101.0,-5.0
Cc1cccc(NC(=O)CN2C(=O)N/C(=C/c3cc(C)n(C(C)C)c3C)C2=O)c1,103.0,-23.2,100.0,4.8,14.1,100.0,102.0,100.0,14,96.0,-3.0
COc1ccc(OC(C)C(=O)NCCC2=CCCCC2)cc1 (configuration not stated),95.0,-37.7,94.0,15.9,14.1,92.0,96.0,95.0,9,95.0,1.0
CC(C)CCN1CC(C(=O)NCc2ccccc2)CC1=O (configuration not stated),105.0,3.0,100.0,-4.0,x,102.0,105.0,107.0,7,103.0,-4.0
CC(C)CC(C(=O)O)N1C(=O)C2C3CC(C2C1=O)C1C(c2ccccc2)c2sc(=O)[nH]c2SC31 (configuration not stated),96.0,-29.4,98.0,11.7,3.4,96.0,100.0,99.0,5,100.0,-19.0
O=C(O)c1cc(-c2ccc(/C=N/N3C(=O)C4C5C=CC(CC5)C4C3=O)o2)ccc1Cl (configuration not stated),98.0,-14.2,93.0,11.9,x,100.0,96.0,96.0,9,96.0,-1.0
COc1cc(/C=N/NC(=O)c2cccnc2)ccc1OS(=O)(=O)c1ccc(F)cc1,101.0,-8.9,101.0,9.0,x,101.0,107.0,99.0,11,105.0,-8.0
Cc1cc(C)nc(-n2nc(C)cc2NC(=O)c2cccc(S(=O)(=O)N3CCCCC3)c2)n1,u,-5.0,u,8.8,x,u,u,u,19,u,-3.0
CC1CCN(Cc2ccc(NC(=O)C3CCN(c4nnc(-n5cccc5)s4)CC3)cc2)CC1,101.0,-7.0,97.0,41.8,x,102.0,105.0,102.0,7,102.0,3.0
COc1cc(/C=C/C(=O)O)cc(S(=O)(=O)NC2CC2)c1OC,98.0,-4.7,97.0,1.4,13.8,98.0,105.0,97.0,3,98.0,-23.0
CCOC(=O)c1[nH]c2ccccc2c1NC(=O)NC1CCCCC1,99.0,7.2,100.0,17.7,25.9,98.0,102.0,97.0,40,98.0,-1.0
CCN(CC)S(=O)(=O)c1cc(OCC(N)=O)c(C)cc1Cl,102.0,-15.1,101.0,7.7,1.5,99.0,102.0,98.0,14,101.0,-3.0
CCCC(=O)Oc1ccc(N(C(=O)CCC)S(=O)(=O)c2cccs2)cc1,u,-16.7,u,12.1,x,u,u,u,25,u,-2.0
COC(=O)c1cc(CNC(=O)c2cccc(Cl)c2Cl)ccc1OC,98.0,-5.2,100.0,-1.4,1.0,98.0,98.0,98.0,13,98.0,-2.0
Cc1cccc(OCCCn2c(=O)sc3ccccc32)c1,100.0,1.9,98.0,-2.1,1.0,101.0,99.0,100.0,34,99.0,0.0
COc1cc(C(=O)OCC(=O)c2cc(C)n(C)c2C)cc(NC(=O)c2ccco2)c1OC,101.0,-17.6,100.0,5.2,18.6,98.0,106.0,100.0,21,103.0,-6.0
Cc1ccc(C2=N/C(=C/N3CCOCC3)C(=O)O2)cc1,96.0,-40.1,93.0,13.9,x,98.0,93.0,94.0,9,96.0,9.0
CNc1cc(CS(=O)c2ccccc2)nc(-c2ccccc2)n1 (configuration not stated),102.0,0.2,101.0,-19.5,-46.1,103.0,102.0,102.0,33,104.0,-1.0
CCOc1ccc(-c2nc(C#N)c(N3CCN(Cc4ccccc4)CC3)o2)cc1,102.0,-29.3,100.0,2.9,x,97.0,106.0,103.0,8,102.0,0.0
O=C(Nc1ccc2c(c1)OCCO2)C1CCN(C(=O)c2ccc(Br)cc2)CC1,99.0,0.0,95.0,6.6,x,99.0,97.0,98.0,10,99.0,0.0
Cc1cccc(C(=O)Nc2ccccc2C(=O)OCC(=O)Nc2ccc(C#N)cc2)c1,103.0,-14.3,103.0,-46.6,x,96.0,104.0,102.0,14,105.0,-4.0
